Bioassay records deposited in PubChem by several laboratories.
MgcRacGAP inhibition: MgcRacGAP GTPase-activating activity inhibitors, confirmation, biochemical, ADP Hunter fluorescence; Rac GTPase-activating protein 1 (Homo sapiens); MgcRacGAP-stimulated Rac1 GTP hydrolysis, ADP Hunter fluorescence; higher % means a stronger effect; GST-tagged Rac1 F28L mutant substrate; one-dose inhibition, % at 30 µM; IC50 in µM for titrated hits; hit rate 0.6% among 340,000;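 active = first-screen hits whose inhibition reached a set limit at any dose in the follow-up dose series; inconclusive = inhibition above the set first-screen limit but never retested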;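 note: fluorescence reports GDP produced by GAP-driven GTP hydrolysis; strong numbers were not always called active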
Dengue-2 NS5 capping: Dengue-2 NS5 methyltransferase inhibitors, primary screen, biochemical, confirmation dose response (AID 588689); Genome polyprotein (Dengue virus type 2 (strain 16681-PDK53)); Dengue-2 NS5 methyltransferase capping enzyme assay, biochemical; higher % means a stronger effect; inhibition, % at 25 µM, or IC50 in µM where a hit was titrated; hit rate 0.3% among 340,000; in the data active = a potency from the dose series; inconclusive = inhibition above about 29% without an active follow-up result
SV40 large T antigen: SV40 large T antigen inhibitors, biochemical (AID 1903) | SV40 large T antigen ATPase/helicase inhibition assay; higher % means a stronger effect | inhibition, % at 20 µM, or IC50 in µM where a hit was titrated | hit rate 0.39% among 310,000; in the data active = a potency from the dose series; inconclusive = inhibition mostly from about 32% at the one dose, without a potency; inactive = the rest, 99 in 100 with inhibition below about 32%; note: strong numbers were not always called active
RSV CPE inhibition: RSV antiviral activity via CPE protection, HEp-2 cells, primary 10 µM value included (AID 2391) | hit rate 0.13% among 310,000 | CPE inhibition, % at 10 µM, or IC50 in µM where a hit was titrated | HEp-2 cells, RSV-induced CPE inhibition; higher % means a stronger effect; in the data active = a potency from the dose series; inconclusive = CPE inhibition mostly from about 23% at the one dose, without a potency; inactive = the rest, 99 in 100 with CPE inhibition below about 21%; note: strong numbers were not always called active
NTR1 agonist: agonists of NTR1, primary screen, imaging, U2OS cells, beta-arrestin-GFP, high content (AID 493036); Neurotensin receptor type 1 (Homo sapiens), P30989; NTR1-U2OS beta-arrestin-GFP spot imaging, agonist mode; activation, % at 20 µM; hit rate 0.17% among 330,000;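 active = activation at or above 40% of the spot to cytoplasm intensity ratio, with at least 20 cells analyzed; inconclusive = wells under 20 cells, flagged as cytotoxic or low count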;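 note: 0% = DMSO without peptide and 100% = 100 nM NTR1 peptide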
Target sequence (P30989 whole entry, looked up): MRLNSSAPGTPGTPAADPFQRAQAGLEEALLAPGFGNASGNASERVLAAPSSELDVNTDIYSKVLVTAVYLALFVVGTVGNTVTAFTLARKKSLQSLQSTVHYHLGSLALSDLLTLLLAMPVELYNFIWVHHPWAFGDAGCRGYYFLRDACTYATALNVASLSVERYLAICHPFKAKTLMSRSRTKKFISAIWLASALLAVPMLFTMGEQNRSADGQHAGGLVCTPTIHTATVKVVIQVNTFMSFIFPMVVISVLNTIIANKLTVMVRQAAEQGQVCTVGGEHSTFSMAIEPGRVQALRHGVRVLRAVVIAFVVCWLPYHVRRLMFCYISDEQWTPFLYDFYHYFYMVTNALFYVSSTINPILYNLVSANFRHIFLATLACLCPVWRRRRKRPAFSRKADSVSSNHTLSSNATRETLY
West Nile virus CPE: West Nile virus antiviral activity, cell-based, CPE readout (AID 1621); West Nile virus-infected cells, CPE inhibition; higher % means a stronger effect; CPE inhibition, % at 10 µM, or IC50 in µM where a hit was titrated; hit rate 0.02% among 290,000; in the data active = a potency from the dose series; inconclusive = CPE inhibition mostly from about 3.7% at the one dose, without a potency; inactive = the rest, 99 in 100 with CPE inhibition below about 2.2%; note: strong numbers were not always called active
K1F lysis inhibition: inhibition of K1F phage lysis, E. coli UTI89, bacterial capsule biogenesis inhibitors, alamar blue (AID 488966); hit rate 0.02% among 340,000; E. coli UTI89 K1F phage lysis, alamar blue, 2 h; higher % means a stronger effect; inhibition, % at 100 µM, or IC50 in µM where a hit was titrated;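 active = phage lysis inhibition, versus mean bacterial control, above a set limit; inconclusive = no clear call, values can overlap the other calls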;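 note: capsule biogenesis inhibitors block K1F phage lysis so surviving cells raise fluorescence; higher fluorescence means more inhibition of phage lysis; actives were called in the ten point dose series up to 300 µM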
T cell HTS: modulators of CD8 T cell-vesicle binding, primary screen, mouse 2C CD8+ T cells, flow cytometry. 2C CD8+ T cell-vesicle binding; stronger effect = lower value. hit rate 0.068% among 330,000. calls only at 7 µM;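 active = response, share of CD8 T cells binding vesicles, and their 90th percentile fluorescence all below set limits, cut at about 80% in these data, passing the limit was not always enough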
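Also added: QL9-peptide-loaded Drosophila micro-vesicles bearing Ld, ICAM-1 and B7-1; Test system: purified 2C TCR transgenic mouse naive CD8+ T cells; Measured by: cytometric PE anti-B7-1 and Alexa647 anti-CD8 signals after 1% paraformaldehyde fixation; Timing: binding step 1.5 h, 37 °C, antibody labelling 20 min, ice.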
Salmonella PhoP GFP: inhibitors of PhoP regulon expression, primary screen, Salmonella Typhimurium, GFP reporter (AID 1863); S. Typhimurium PhoP-regulated promoter GFP reporter, 4 h; higher % means a stronger effect; inhibition, % at 50 µM, or IC50 in µM where a hit was titrated; hit rate 0.16% among 300,000;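 active = inhibition over 29.93%, a cutoff 3 SD above the screen mean, later confirmed by dose response; inconclusive = inhibition over 29.93% but no dose response follow-up; inactive = inhibition at most 29.93% or unconfirmed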;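 note: 0% = low Mg2+ inducing control and 100% = high Mg2+ repressing control; strong numbers were not always called active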
T cell HTS vesicle-bound %: further read-out of T cell HTS, marked with its call; double positive events, %; measured here: CD8+ vesicle-bound cell fraction;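 binding gate set so that unloaded-vesicle control wells show 10% double positive cells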
NTR1 agonist cell count 20 µM: second read-out of NTR1 agonist, no call of its own (marks repeat the call); cell count; measured here: cell count, cytotoxicity flag
Dengue-2 NS5 capping pilot replicate: further read-out of Dengue-2 NS5 capping, marked with its call; inhibition, %; measured here: pilot screen replicate inhibition
An asterisk follows results filed as active; i = inactive; u = inconclusive; x = not tested or not shown; [ ] = remark or other dose.

SMILES | MgcRacGAP inhibition | Dengue-2 NS5 capping | SV40 large T antigen | RSV CPE inhibition | NTR1 agonist | NTR1 agonist cell count 20 µM | West Nile virus CPE | K1F lysis inhibition | T cell HTS | T cell HTS vesicle-bound % | Salmonella PhoP GFP | others
CCOC(=O)c1[nH]c(=O)[nH]c1CSc1ccccn1 | 10% | 2% | 0% | 2.1% | 0.9 | 74 | 0.8% | 0.8% | i | 31 | 7% | Dengue-2 NS5 capping pilot replicate=0.9
Cc1ccc(CSc2sc(C(=O)c3ccccc3)c(N)c2C#N)cc1 | 26% | x | 7% | 6.2% | 17 | 45 | 0.7% | -0.1% | i | 42 | -8%
O=S(=O)(Nc1cccnc1)c1ccc2c(c1)OCCO2 | 11% | 5% | -2% | 0.4% | -1.5 | 41 | 0.2% | -0.1% | i | 80 | -7%
CCc1cccc(NC(=O)Cn2ncn3c(cc4ccccc43)c2=O)c1 | 2% | -1% | -5% | -1.0% | 0.2 | 47 | -0.3% | 0.9% | i | 12 | -4%
COc1ccc(CC(=O)Nc2cccc(Cl)c2C)cc1S(=O)(=O)N1CCOCC1 | 10% | 6% | x | 1.9% | 4.4 | 60 | x | 0.9%[50 µM] | i | 38 | x
COc1ccc(OC)c(Nc2ncnc3ccccc23)c1 | 9% | -7% | 9% | 0.8% | -1.7 | 68 | -0.1% | -1.2% | i | 31 | -3%
CCOC(=O)C1C(=O)OC(C)(C)C1C(C)C(=O)c1ccccc1 (centres undefined) | 6% | 1% | 2% | 1.6% | 1.4 | 62 | -0.2% | 0.5% | i | 50 | -2% | Dengue-2 NS5 capping pilot replicate=0.0
Cc1cc(Cl)c(S(=O)(=O)N2CCN(c3ccccn3)CC2)cc1OCC(=O)NC1CCCCC1 | 1% | -5% | 7% | 3.1% | 16 | 59 | 0.4% | 0.0% | i | 58 | -8%
OCCN1CCN(c2cc(-c3ccccc3)c3ccccc3n2)CC1 | u | -4% | 6% | 6.0% | 2.6 | 36 | 0.8% | 14% | i | 32 | 8%
CC(C)(C)NC(=O)Cn1c(SCC(N)=O)nc2ccccc21 | 4% | -1% | 2% | 0.7% | -1.4 | 77 | 0.2% | 0.4% | i | 16 | -9%
Cc1cc(C)cc(NC(=O)C2CCCN(S(=O)(=O)c3cnc[nH]3)C2)c1 (centres undefined) | 3% | -7% | -5% | 2.4% | 2.7 | 56 | -0.5% | -1.5% | i | 30 | 2%
CCOC(=O)N1CCC(NC(=O)CS(=O)(=O)Cc2nc(-c3ccccc3C)oc2C)CC1 | 3% | 2% | 10% | 0.2% | 1.6 | 94 | -0.7% | -2.2% | i | 28 | 4%
Cc1nc2ccccc2c(=O)n1CCCO | 2% | -1% | 6% | 2.2% | -1.0 | 89 | -0.5% | 0.2% | i | 31 | 11%
COc1ccc2nc(NC(=O)C3CCN(S(=O)(=O)c4cccs4)CC3)sc2c1 | 6% | -5% | 12% | 7.1% | 7.1 | 51 | 0.1% | 0.3% | i | 13 | 28%
Cc1ccc(S(=O)(=O)Nc2ccc(NC(=O)c3c(F)c(F)c(F)c(F)c3F)cc2)cc1 | -1% | -3% | 3% | u | 9.4 | 49 | 0.2% | 0.4% | i | 19 | -5%
O=C(NCc1cccnc1)C1CCN(S(=O)(=O)N2CCOCC2)CC1 | -8% | 2% | 7% | 1.6% | -0.8 | 83 | 0.6% | -0.6% | i | 7 | 1%
C=C(C)C1CC=C(C)/C(=N/NC(=O)CCC(=O)Nc2ccccc2Cl)C1 (centres undefined) | 3% | 0% | -1% | 0.0% | 5.0 | 47 | -1.0% | 0.2% | i | 17 | 4%
CC(Sc1ccc(Cl)cc1)C(=O)NNC(=O)c1ccccc1O (centres undefined) | 2% | 5% | 23% | 0.9% | 0.2 | 66 | 0.3% | -1.0%[50 µM] | i | 10 | -2%
O=C(NNC(=O)c1ccc(Br)cc1)c1ccncc1 | -2% | -12% | 4% | 1.2% | 0.7 | 66 | -0.1% | -0.6% | i | 38 | 8%
CN(CCC1CCOCC1)C(=O)C1CCC(=O)N(CCc2cccc(F)c2)C1 (centres undefined) | 1% | -8% | 7% | 1.9% | 0.0 | 59 | 0.3% | 0.6%[50 µM] | i | 27 | 4%
CCOC(=O)C1C(=O)Oc2ccc3ccccc3c2C1C1CCOC1=O (centres undefined) | -1% | -5% | 11% | 1.8% | -2.2 | 68 | 0.0% | 3.8% | i | 54 | -3%
CCOC(=O)c1[nH]c(CN2CCN(c3ccc(OC)cc3)CC2)c(C(=O)OCC)c1C | 8% | 1% | 12% | 4.2% | 5.1 | 43 | -0.2% | -1.4% | i | 33 | 11%
CCOc1ccc(S(=O)(=O)Nc2ccc(C(=O)NCCCN3CCCC3=O)cc2)cc1 | 8% | -8% | 3% | -1.6% | 2.8 | 50 | x | 1.3%[50 µM] | i | 47 | -4%
CSCC[C@H](NC(=O)Nc1ccc(S(N)(=O)=O)cc1)C(=O)O | 7% | 2% | 4% | 2.4% | 2.9 | 56 | 0.4% | 0.3% | i | 23 | -6%
O=C(NC1CCCC1)C(c1ccsc1)N(C(=O)Cc1cccs1)c1ccc(F)cc1 (centres undefined) | 6% | -3% | -3% | -0.3% | 0.0 | 41 | -0.3% | 0.2% | i | 14 | -7%

Additional entries follow:
SMILES | MgcRacGAP inhibition | Dengue-2 NS5 capping | SV40 large T antigen | RSV CPE inhibition | NTR1 agonist | NTR1 agonist cell count 20 µM | West Nile virus CPE | K1F lysis inhibition | T cell HTS | T cell HTS vesicle-bound % | Salmonella PhoP GFP | others
CCOc1cc2c(Cl)ncnc2c(OCC)c1OCC | 11% | -5% | 11% | -1.9% | 1.4 | 81 | 0.3% | 0.4% | i | 6 | 1%
OCCNc1nc2ccccc2[nH]1 | -3% | 2% | 13% | 3.9% | 0.8 | 60 | 0.2% | 1.1% | i | 9 | -5%
CCC1CCCCN1C(=O)CSc1nc2ccsc2c(=O)n1Cc1ccccc1 (centres undefined) | 5% | -8% | 11% | 11% | 7.0 | 63 | 0.2% | 0.1% | i | 45 | 13%
CN(CC(=O)Nc1ccc(Cl)c(C(F)(F)F)c1)C(=O)Cn1cc([N+](=O)[O-])ccc1=O | -1% | -2% | x | 2.8% | -3.1 | 61 | x | -0.1%[50 µM] | i | 32 | x
Cc1c(NS(=O)(=O)c2ccc(Cl)c(C(=O)OC(C)C(=O)N3CCOCC3)c2)c(=O)n(-c2ccccc2)n1C (centres undefined) | 2% | -2% | 2% | 1.2% | 0.8 | 46 | -0.3% | -0.7% | i | 63 | -10%
CCOC(=O)c1oc2ccccc2c1NC(=O)Cc1cccs1 | 6% | 0% | 1% | 0.8% | 0.7 | 47 | -0.7% | -2.4% | i | 5 | -6%
CCC(=O)NCC(c1cccs1)S(=O)(=O)c1ccc(C)cc1 (centres undefined) | -12% | 2% | 3% | 3.3% | 0.7 | 55 | 0.2% | 0.0% | i | 17 | -5%
Cc1c(Cc2ccccc2)sc(/N=C/c2ccc3ccccc3c2)c1C(N)=O | 7% | -1% | 5% | 1.8% | x | x | 0.0% | -1.0% | i | 48 | 4%
c1ccc(-c2noc(CN3CCN(C(c4ccccc4)c4ccccc4)CC3)n2)cc1 | 5% | -6% | 3% | 6.0% | 0.6 | 51 | -1.0% | -0.5% | i | 12 | 12%
O=C(c1ccc2c(c1)N(Cc1ccc(F)cc1)C(=O)CS2)N1CCOCC1 | 3% | -7% | 1% | 1.0% | -1.8 | 66 | -0.6% | 3.0% | i | 12 | -1%
CCCCOC(=O)/C=C/c1c(C)[nH]c(=O)[nH]c1=O | -5% | 4% | 12% | u | -0.6 | 74 | 0.8% | -18% | i | 29 | 13%
COc1ccc(CNC(=O)C(CC(C)C)NC(=O)c2ccccc2C)cc1 (centres undefined) | 0% | -6% | -7% | -0.7% | -1.1 | 61 | -0.4% | -0.2% | i | 21 | 7%
COc1cc(/C=N/NC(=O)c2cccc(C(=O)N/N=C/c3ccc(O)c(OC)c3)n2)ccc1O | 10% | 3% | -2% | 1.7% | -1.5 | 49 | u | 1.1%[50 µM] | i | 32 | 16%
C=CCn1cnc2scc(-c3ccc(OC)cc3)c2c1=O | 5% | -7% | 8% | 6.6% | 2.6 | 49 | -0.1% | -0.2% | i | 62 | -5% | Dengue-2 NS5 capping pilot replicate=2.7
O=C(Nn1cnnc1)c1cc(Cl)cc(Cl)c1 | 6% | -7% | 3% | -0.8% | -0.7 | 49 | 0.0% | 0.3% | i | 22 | -7%
CS(=O)(=O)N(CC(=O)N1CCCC1)Cc1ccccc1 | 6% | -4% | 5% | 0.3% | -0.4 | 58 | -0.2% | 0.2% | i | 42 | 10%

Of the compounds above, 5 have an NH in an aromatic ring:
SMILES | MgcRacGAP inhibition | Dengue-2 NS5 capping | SV40 large T antigen | RSV CPE inhibition | NTR1 agonist | NTR1 agonist cell count 20 µM | West Nile virus CPE | K1F lysis inhibition | T cell HTS | T cell HTS vesicle-bound % | Salmonella PhoP GFP | others
CCOC(=O)c1[nH]c(=O)[nH]c1CSc1ccccn1 | 10% | 2% | 0% | 2.1% | 0.9 | 74 | 0.8% | 0.8% | i | 31 | 7% | Dengue-2 NS5 capping pilot replicate=0.9
Cc1cc(C)cc(NC(=O)C2CCCN(S(=O)(=O)c3cnc[nH]3)C2)c1 (centres undefined) | 3% | -7% | -5% | 2.4% | 2.7 | 56 | -0.5% | -1.5% | i | 30 | 2%
CCOC(=O)c1[nH]c(CN2CCN(c3ccc(OC)cc3)CC2)c(C(=O)OCC)c1C | 8% | 1% | 12% | 4.2% | 5.1 | 43 | -0.2% | -1.4% | i | 33 | 11%
OCCNc1nc2ccccc2[nH]1 | -3% | 2% | 13% | 3.9% | 0.8 | 60 | 0.2% | 1.1% | i | 9 | -5%
CCCCOC(=O)/C=C/c1c(C)[nH]c(=O)[nH]c1=O | -5% | 4% | 12% | u | -0.6 | 74 | 0.8% | -18% | i | 29 | 13%

No enrichment for hits; overall some 1.5% were active at least once.
